OXTR ag: human OXTR agonists, primary screen, fluorescence, CHO-OTR cells, Fluo-8 calcium | activation, % at 3 µM | Fluo-8 calcium fluorescence; normalized: DMSO 0%, oxytocin 100% | Oxytocin receptor (Homo sapiens), P30559 | AID 2435, 2010 | 320,000 tested, 0.32% active;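 active means activation above the mean of all tested compounds plus 3 SD, cutoff set per screening run, cut at about 20% in these data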;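 further: peak over basal fluorescence ratio from a 100 s FLIPR kinetic read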
V1aR counter: agonists of human V1a receptor, primary screen, counter-screen for OXTR agonist project, fluorescence, CHO-V1R cells | Fluo-8 calcium fluorescence, agonist mode; 0% DMSO, 100% 3 nM vasopressin | AID 2797, 2010 | Vasopressin V1a receptor (Homo sapiens), P37288 | 320,000 tested, 0.25% active | activation, % at 3 µM;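 active means activation above the mean activation of all tested compounds plus 3 SD, per screening run, cut at about 20% in these data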;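 further: signal is peak over basal fluorescence ratio across a 100 second FLIPR read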
Target sequence (P37288 whole entry, looked up): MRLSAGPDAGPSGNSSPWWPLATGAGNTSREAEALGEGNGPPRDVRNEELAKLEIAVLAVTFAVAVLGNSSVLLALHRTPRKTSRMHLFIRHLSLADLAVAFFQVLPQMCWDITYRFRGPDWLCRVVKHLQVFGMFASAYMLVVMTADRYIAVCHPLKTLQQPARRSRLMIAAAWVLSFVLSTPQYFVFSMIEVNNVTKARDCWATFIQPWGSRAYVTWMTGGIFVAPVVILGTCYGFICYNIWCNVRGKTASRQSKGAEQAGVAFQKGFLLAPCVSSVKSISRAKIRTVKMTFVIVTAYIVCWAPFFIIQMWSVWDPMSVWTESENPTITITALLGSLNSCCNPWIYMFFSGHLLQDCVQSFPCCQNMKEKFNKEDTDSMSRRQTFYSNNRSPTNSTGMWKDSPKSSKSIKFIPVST
GalR3 antag: GalR3 antagonists in HEK293 cells, primary screen, cell-based, fluorescence readout; HEK293 GalR3-CNG cAMP membrane potential fluorescence; galR3 body fused to GalR1 C-terminus; 360,000 tested, 0.44% active; inhibition, % at 3 µM; Galanin receptor type 3 (Homo sapiens), O60755;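 active means inhibition above the screen-wide average plus 3 SD, cut at about 13% in these data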;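 further: forskolin and galanin both at EC90 stimulate the cells; cAMP rise reported by CNG channel membrane potential dye signal; 0% = forskolin plus galanin with DMSO and 100% = forskolin alone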
Target sequence (O60755 1-299 limits assumed): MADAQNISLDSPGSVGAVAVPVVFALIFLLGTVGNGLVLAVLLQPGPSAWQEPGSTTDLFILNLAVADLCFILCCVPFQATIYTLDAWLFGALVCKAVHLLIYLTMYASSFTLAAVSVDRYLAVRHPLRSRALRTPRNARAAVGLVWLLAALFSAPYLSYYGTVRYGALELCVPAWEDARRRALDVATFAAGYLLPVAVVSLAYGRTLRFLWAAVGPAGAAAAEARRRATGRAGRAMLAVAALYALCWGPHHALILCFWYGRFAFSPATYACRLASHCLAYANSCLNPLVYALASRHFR
An asterisk follows results filed as active.

Cc1cc(NC(=O)COC(=O)c2cc(S(=O)(=O)N(C)C)ccc2Cl)no1 was read as OXTR ag 6.0, V1aR counter 2.6 and GalR3 antag -4.
Screening COc1ccccc1C(=O)NC(CCSC)C(=O)NNC(=O)C(C)Oc1ccccc1F (centres undefined) returned OXTR ag -1.3, V1aR counter -1.0 and GalR3 antag -6.
For O=C(NCCCN1CCCC1=O)c1cccc(S(=O)(=O)Nc2ccccc2Cl)c1 the results were OXTR ag 0.7, V1aR counter 0.0 and GalR3 antag -4.
`O=C(NN1CCOCC1)c1ccco1` gave OXTR ag -0.3, V1aR counter 0.0 and GalR3 antag -8.
For COc1ccc(/C=C2\SC(=O)N(CCCC(=O)Nc3cc(Cl)ccc3C(=O)O)C2=O)cc1 the results were OXTR ag 0.4, V1aR counter 0.1 and GalR3 antag -5.
O=C1C=C(c2cccc3c2oc2ccccc23)C[C@@H](c2ccc(F)cc2)C1 was read as OXTR ag 1.3, V1aR counter 1.0 and GalR3 antag -2.
O=C(CSc1nccn(-c2ccc(F)c(Cl)c2)c1=O)NC1CCCC1 was read as OXTR ag 1.4, V1aR counter -1.1 and GalR3 antag 2.
Screening CCN(CC)c1ccc(C=C2C(=O)OC(C)(C(C)(C)C)OC2=O)cc1 (centres undefined) returned OXTR ag -0.6, V1aR counter -0.4 and GalR3 antag -3.
CSc1ccc(C=NNc2ccc(S(=O)(=O)Nc3ccccc3C(=O)O)cc2[N+](=O)[O-])cc1 was read as OXTR ag 1.2, V1aR counter 0.5 and GalR3 antag 0.
C#CCOCCOCCOCCNc1nc(N2CCN(C(=O)[C@H](CCC(=O)O)n3cc(CN)nn3)CC2)nc(N2CCN(C(=O)[C@H](CCC(=O)O)n3cc(CN)nn3)CC2)n1 was read as OXTR ag 0.9, V1aR counter 5.7 and GalR3 antag 1.
For CC(C)=CCCC(C)CCO (centres undefined) the results were OXTR ag 1.6, V1aR counter 0.4 and GalR3 antag -2.
Cc1c(NC(=O)c2cc(-c3ccccc3)nc3ccccc23)c(=O)n(-c2ccccc2)n1C was read as OXTR ag -0.9, V1aR counter -1.4 and GalR3 antag -5.
NC1(C#Cc2ccc3oc(=O)c(-n4cc(-c5ccsc5)nn4)cc3c2)CCCCC1 was read as OXTR ag 1.2, V1aR counter 1.0 and GalR3 antag -7.
For O=C1C=C(c2ccc(Cl)c(C(F)(F)F)c2)C[C@@H](c2ccc(Cl)cc2)C1 the results were OXTR ag 0.6, V1aR counter 0.9 and GalR3 antag -7.
`COc1ccc2sc(-c3ccc(SC)cc3)c(C#CC(C)(C)O)c2c1` gave OXTR ag 1.3, V1aR counter 1.3 and GalR3 antag -8.

The final 3 records of the section above lead into the next:
NC1(C#Cc2ccc3oc(=O)c(-n4cc(-c5ccsc5)nn4)cc3c2)CCCCC1 was read as OXTR ag 1.2, V1aR counter 1.0 and GalR3 antag -7.
For O=C1C=C(c2ccc(Cl)c(C(F)(F)F)c2)C[C@@H](c2ccc(Cl)cc2)C1 the results were OXTR ag 0.6, V1aR counter 0.9 and GalR3 antag -7.
`COc1ccc2sc(-c3ccc(SC)cc3)c(C#CC(C)(C)O)c2c1` gave OXTR ag 1.3, V1aR counter 1.3 and GalR3 antag -8.
`CC1(C)CC(=O)C=C(c2cccc3c2Oc2ccccc2S3)C1` gave OXTR ag 0.8, V1aR counter 1.3 and GalR3 antag 1.
C#CCNC(=O)C1=C[C@@H](c2ccc(C#C)cc2)C[C@@H](OCc2ccc(CO)cc2)O1 was read as OXTR ag 0.8, V1aR counter -0.2 and GalR3 antag 0.
CC(C)NC(=O)C(=O)NCCC1CCCCN1S(=O)(=O)c1cccs1 (centres undefined) was read as OXTR ag -1.1, V1aR counter -0.6 and GalR3 antag -5.
Screening CC1CCCCN1C(=O)COc1ccc(S(=O)(=O)N2CCCC2)cc1[N+](=O)[O-] (centres undefined) returned OXTR ag 1.3, V1aR counter 0.4 and GalR3 antag -5.
COc1ccc(CCNC(=O)COC(=O)Cn2cnc3c2c(=O)n(C)c(=O)n3C)cc1 was read as OXTR ag 0.1, V1aR counter -0.7 and GalR3 antag 2.
Screening Cn1c(N)c(C(=O)CNC2CCCCC2)c(=O)n(C)c1=O returned OXTR ag 0.4, V1aR counter 0.8 and GalR3 antag -3.
For Cc1ccccc1NC(=O)COC(=O)c1c(-c2ccccc2)noc1C the results were OXTR ag -2.2, V1aR counter -0.2 and GalR3 antag -6.
Screening CCCOc1ccc(C(F)(F)F)cc1NC(=O)C1CC(=O)N(Cc2ccco2)C1 (centres undefined) returned OXTR ag -1.6, V1aR counter 1.6 and GalR3 antag -6.
For Cc1cccc(C)c1NC(=O)CNC(=O)c1c(-c2ccccc2)noc1C the results were OXTR ag 1.3, V1aR counter 0.5 and GalR3 antag -3.
Screening Cc1noc(C)c1S(=O)(=O)Nc1ccc2c(c1)C(=O)N([C@H](C)CO)C[C@H](C)[C@@H](CN(C)Cc1ccc(C(=O)O)cc1)O2 returned OXTR ag 1.7, V1aR counter 1.2 and GalR3 antag -4.
Screening C=CCOC(=O)C1=C[C@@H](c2ccc(C(F)(F)F)cc2)C[C@@H](OCc2ccc(CO)cc2)O1 returned OXTR ag 0.2, V1aR counter 1.7 and GalR3 antag 1.
Screening Cc1ccc(C2(C)NC(=O)N(CC(=O)Nc3ccccc3C(=O)NC3CCCC3)C2=O)cc1 (centres undefined) returned OXTR ag 3.9, V1aR counter -0.6 and GalR3 antag -3.
Screening Cc1ccc(NC(=O)COC(=O)C2CC2)cc1S(=O)(=O)N1CCOCC1 returned OXTR ag 2.6, V1aR counter -0.1 and GalR3 antag -1.
`N#Cc1ccccc1NC(=O)COC(=O)c1ccc2c(c1)OCO2` gave OXTR ag 0.1, V1aR counter 3.4 and GalR3 antag -6.
Screening O=C(NCCC1=CCCCC1)c1cc(S(=O)(=O)N2CCOCC2)c(Cl)cc1Cl returned OXTR ag -1.7, V1aR counter -0.1 and GalR3 antag -4.
`Cc1ccc(C(=O)NCC(=O)OCC(=O)NCCNC(=O)COC(=O)CNC(=O)c2ccc(C)cc2)cc1` gave OXTR ag -1.1, V1aR counter -0.5 and GalR3 antag -2.
Screening Cc1noc(C)c1CSCC(=O)Nc1nc2ccc(F)cc2s1 returned OXTR ag 3.9, V1aR counter 2.6 and GalR3 antag -3.
`Cc1ccc(C(=O)NNC(=O)CSc2nnc3ccccn23)cc1` gave OXTR ag -0.7, V1aR counter -0.8 and GalR3 antag -5.
Screening COc1ccc(C(=O)OCC(=O)N2CCCCCC2)cc1S(=O)(=O)N1CCOCC1 returned OXTR ag 1.9, V1aR counter 0.6 and GalR3 antag -4.
For CCOc1ccccc1/C=N/NC(=O)C[n+]1ccccc1 the results were OXTR ag 0.4, V1aR counter 0.4 and GalR3 antag -5.
`O=C(COC(=O)COc1ccccc1[N+](=O)[O-])Nc1ccc2c(c1)OCO2` gave OXTR ag 1.8, V1aR counter 1.8 and GalR3 antag -4.
Screening COc1ccccc1C(=O)COC(=O)CSCC(=O)Nc1cc(C)on1 returned OXTR ag -0.7, V1aR counter -1.1 and GalR3 antag -4.
For CCCn1c(=NC(=O)CCS(=O)(=O)c2ccccc2)sc2cc(S(N)(=O)=O)ccc21 the results were OXTR ag 0.6, V1aR counter 0.6 and GalR3 antag -3.
COc1ccc(CC(=O)Oc2ccc(Br)cc2F)cc1S(=O)(=O)N1CCOCC1 was read as OXTR ag 1.3, V1aR counter 0.4 and GalR3 antag -3.
Cc1ccc(NC(=O)CCN2C(=O)C3CCCCC3C2=O)cc1[N+](=O)[O-] (centres undefined) was read as OXTR ag -0.1, V1aR counter 0.0 and GalR3 antag -3.
Screening CCC1(C)NC(=O)N(CC(=O)N2CCC(Cc3ccccc3)CC2)C1=O (centres undefined) returned OXTR ag 3.1, V1aR counter 1.5 and GalR3 antag 2.
Screening Cc1ccc(Oc2ccccc2NC(=O)C2=COCCO2)cc1 returned OXTR ag -1.6, V1aR counter -0.8 and GalR3 antag -3.
`CN(CC(=O)Nc1cccc(F)c1)C(=O)CN1C(=O)NC2(CCCC2)C1=O` gave OXTR ag -0.5, V1aR counter 0.1 and GalR3 antag -5.
O=C(c1ccccc1Cc1ccccc1)N1CCN(S(=O)(=O)c2ccccc2[N+](=O)[O-])CC1 was read as OXTR ag 0.1, V1aR counter 1.2 and GalR3 antag -2.
COC(=O)[C@@]12CCCN1[C@H](c1ccc(-c3ccc(OC)cc3)cc1)[C@@H]1C(=O)N(C)C(=O)[C@@H]12 was read as OXTR ag 0.8, V1aR counter -0.5 and GalR3 antag -7.
`CC(C)N(CCn1c(SCC(=O)Nc2cccnc2Cl)nc2ccccc2c1=O)C(C)C` gave OXTR ag 14, V1aR counter 15 and GalR3 antag -7.
COc1ccc(NC(=O)c2ccc(N3CCCC3=O)cc2)cc1Cl was read as OXTR ag 8.2, V1aR counter 5.4 and GalR3 antag -5.
O=C1CCc2cc(NS(=O)(=O)c3cc(F)ccc3F)cc3c2N1CC3 was read as OXTR ag 1.2, V1aR counter 0.1 and GalR3 antag 0.
Screening Clc1cc(Cl)c(Cl)c(Cl)c1Cl returned OXTR ag 0.4, V1aR counter 1.0 and GalR3 antag -1.
For Cc1ccc(NC(=O)c2cccc(C(F)(F)F)c2)cc1NC(=O)c1[nH]cnc1C(N)=O the results were OXTR ag 1.9, V1aR counter -0.3 and GalR3 antag -1.
For Cc1nc(SCc2nc3ccc(Br)cc3[nH]2)c2oc3ccccc3c2n1 the results were OXTR ag -0.2, V1aR counter 0.6 and GalR3 antag 0.
`O=C(C[C@H]1C/C=C\C[C@@H](Cc2ccc(F)cc2)C(=O)OC[C@H]2CCCN2C1=O)NCCO` gave OXTR ag 0.2, V1aR counter 0.7 and GalR3 antag -3.
For COc1ccc(C(=O)CSC2=NS(=O)(=O)c3cc(Cl)ccc3N2)cc1 the results were OXTR ag 0.8, V1aR counter 3.4 and GalR3 antag 1.
Screening CC1CCCC(C)N1C(=O)CN1c2cccc3cccc(c23)S1(=O)=O (centres undefined) returned OXTR ag 0.4, V1aR counter 0.4 and GalR3 antag -5.
Screening CCN(C(=O)C1=COCCO1)c1nc2c(C)cccc2s1 returned OXTR ag -2.3, V1aR counter -0.3 and GalR3 antag 1.
Screening Cn1c(=NC(=O)CS(=O)(=O)c2ccccc2)sc2ccccc21 returned OXTR ag -1.7, V1aR counter -0.4 and GalR3 antag -4.
`CC1CCC(NC(=O)c2ccc3c(c2)S(=O)(=O)c2ccccc2C3=O)CC1` (centres undefined) gave OXTR ag -2.4, V1aR counter -0.6 and GalR3 antag -3.
For COc1ccc(S(=O)(=O)N2CCOCC2)cc1NC(=O)CN1C(=O)NC2(CCCCC2C)C1=O (centres undefined) the results were OXTR ag 1.5, V1aR counter 1.0 and GalR3 antag -5.
`CCOC(=O)C1CCCN(C(=O)c2ccc(C(=O)c3ccccc3)cc2)C1` (centres undefined) gave OXTR ag 0.6, V1aR counter 0.3 and GalR3 antag -5.
For O=C1CC2(CCN(C(=O)c3ccc(Br)cc3)CC2)Oc2ccccc21 the results were OXTR ag 7.4, V1aR counter 3.0 and GalR3 antag -1.

Quoted at random: three records from the list, in no set order.
For O=C1CC2(CCN(C(=O)c3ccc(Br)cc3)CC2)Oc2ccccc21 the results were OXTR ag 7.4, V1aR counter 3.0 and GalR3 antag -1.
COc1ccc(CC(=O)Oc2ccc(Br)cc2F)cc1S(=O)(=O)N1CCOCC1 was read as OXTR ag 1.3, V1aR counter 0.4 and GalR3 antag -3.
CC(C)NC(=O)C(=O)NCCC1CCCCN1S(=O)(=O)c1cccs1 (centres undefined) was read as OXTR ag -1.1, V1aR counter -0.6 and GalR3 antag -5.

The main list resumes, repeating the two entries before the break.
`CCOC(=O)C1CCCN(C(=O)c2ccc(C(=O)c3ccccc3)cc2)C1` (centres undefined) gave OXTR ag 0.6, V1aR counter 0.3 and GalR3 antag -5.
For O=C1CC2(CCN(C(=O)c3ccc(Br)cc3)CC2)Oc2ccccc21 the results were OXTR ag 7.4, V1aR counter 3.0 and GalR3 antag -1.
For CN(C)C(CNC(=O)c1ccc(S(=O)(=O)Nc2cccc(C(F)(F)F)c2)cc1)c1ccco1 (centres undefined) the results were OXTR ag 7.2, V1aR counter 3.8 and GalR3 antag -7.
O=C(NC1CC(=O)N(c2ccc(F)cc2)C1)C(=O)c1c[nH]c2ccccc12 (centres undefined) was read as OXTR ag 3.0, V1aR counter 3.4 and GalR3 antag -3.
Screening CCN(CC(=O)NC1CCS(=O)(=O)C1)C(=O)c1ccc(S(=O)(=O)N(CC)CC)cc1 (centres undefined) returned OXTR ag -0.6, V1aR counter -0.1 and GalR3 antag -2.
O=C(COc1ccc(Cl)cc1)Nc1cccc(S(=O)(=O)NCc2ccco2)c1 was read as OXTR ag 5.0, V1aR counter 5.4 and GalR3 antag -4.
O=C(COc1cc(F)ccc1[N+](=O)[O-])NCC1CCCO1 (centres undefined) was read as OXTR ag 1.9, V1aR counter 1.8 and GalR3 antag -7.
Screening O=C(Nc1cc(C(F)(F)F)ccc1-n1cncn1)c1cn2ccccc2n1 returned OXTR ag -0.5, V1aR counter 0.2 and GalR3 antag -7.
Screening Cc1ccc(C)c(NC(=O)CN(C)C(=O)CC2OC(=O)c3ccccc32)c1 (centres undefined) returned OXTR ag 1.3, V1aR counter 0.5 and GalR3 antag -5.

Compound activity deposited in PubChem BioAssay by The Scripps Research Institute Molecular Screening Center.

The list is partial; rates above refer to the full screens.
